Assay outcomes deposited in PubChem BioAssay by The Scripps Research Institute Molecular Screening Center.
DDE Tn7 FP inh: disrupts Tn7 cyclic peptide binding to fibrin D-Dimer-E complex; P02675; FP displacement of FITC-Tn7 peptide from fibrin DD(E); 0% = median of compound wells per plate; inhibition, % at 8.3 µM; 0.13% of 370,000 active;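 active = inhibition above the mean of compounds falling within the control limits plus 3 SD of them, cut at about 14% in these data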;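 also: 0% = plate median of compound wells and 100% = 10 µM Aha-Tn7 peptide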
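Test system – human fibrin DD(E) · Times – 10 min preincubation, 3 h with tracer, room temperature · Detection – fluorescence polarization of the labelled Tn7 tracer · Measure – percent inhibition normalized to high-control wells · Benchmarks – high control wells with 10 µM unlabelled Aha-Tn7 peptide (full inhibition) · Repeats – singlicate testing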
ADAM17 inh: inhibitors of human ADAM17. P78536. 0.83% of 370,000 active. recombinant ADAM17, EDANS/DABCYL FRET peptide cleavage. inhibition, % at 6.95 µM;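 active = inhibition above the mean of compounds lying between control limits plus 3 SD, set per campaign, cut at about 8.5% in these data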;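 also: 0% = DMSO-only wells as the low control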
proKLK7 act: activates the human kallikrein-7 zymogen | P49862 | activation, % at 7 µM | 0.9% of 370,000 active | purified proKLK7, EDANS-DABCYL substrate fluorescence; 100% is mature enzyme control, 0% vehicle | AID 652039;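 active = activation above the mean of all tested compounds plus 3 SD, computed per campaign excluding outliers beyond control limits, cut at about 13% in these data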
ARFGAP1 inhibitor: rat ARFGAP1 inhibition; Q62848; Arfgap1-stimulated ARF1 GTP hydrolysis, GDP FP detection; inhibition, % at 16.5 µM; 0.26% of 360,000 active; AID 651572;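 active = inhibition above a per-plate limit, mean inhibition of low control wells plus 3 SD, cut at about 25% in these data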;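 also: 0% = DMSO wells with enzyme and 100% = wells lacking Arfgap1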
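Material – truncated rat Arfgap1 GAP domain · Buffer or medium – HEPES-based buffer, pH 7.5 · Reagent – human ARF1(Δ1-17)-GTP substrate · Dosing – 16.5 µM single point, 1.26% DMSO · Schedule – GTP hydrolysis reaction 2 h at 25 °C · Technique – GDP detection by fluorescence polarization · Benchmarks – No-Arfgap1 wells (100%) versus DMSO full-reaction wells (0%) · Repeats – single replicate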
UHRF1 MBD2 ctr: blocks human UHRF1 binding to methylated DNA; AID 687016; UHRF1 binding to methylated oligo, TR-FRET; inhibition, % at 4.4 µM; 0.75% of 370,000 active; Q96T88; in the data active = inhibition above about 21%;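 also: UHRF1 SRA domain binding a hemimethylated CpG hairpin DNA probe; 0% = median of test compound wells and 100% = reference inhibitor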
DDE Tn6 FP inh: disrupts Tn6 cyclic peptide binding to fibrin D-Dimer-E complex. 0.21% of 370,000 active. inhibition, % at 8.3 µM. Fibrin DD(E) TRITC-Tn6 fluorescence polarization displacement. AID 720509;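 active = inhibition above a per-campaign cutoff: mean of compounds within control limits plus 3 SD, cut at about 15% in these data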;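 also: 0% = median of all compound wells on the plate and 100% = blocking peptide control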
PLCg1 inh: inhibitors of human phospholipase C gamma1. purified PLC-gamma1, fluorogenic substrate, fluorescence. inhibition, % at 12.2 µM. 0.84% of 370,000 active. AID 720700; in the data active = inhibition above about 9.5%
MBD2 DNA inh: blocks human MBD2 binding to methylated DNA. Q9UBB5. TR-FRET, MBD2 binding to methylated oligonucleotide. inhibition, % at 4.4 µM. 0.31% of 370,000 active. AID 686964; in the data active = inhibition above about 13%
ASAP1 inh: blocks human ASAP1-stimulated Arf1 GTP hydrolysis; Q9ULH1; GDP FP detection; inhibition, % at 16.5 µM; 0.19% of 360,000 active; in the data active = inhibition above about 25%;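 also: 0% = vehicle with enzyme and substrate and 100% = no enzyme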
PLC-beta3 inh: inhibitors of human phospholipase C beta3. inhibition, % at 12.2 µM. 0.18% of 370,000 active. Purified PLC-beta3, fluorogenic substrate, fluorescence; in the data active = inhibition above about 11%;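 also: 0% = median of compound wells on plate and 100% = full blocker control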
Target sequence (Q01970 whole entry, looked up): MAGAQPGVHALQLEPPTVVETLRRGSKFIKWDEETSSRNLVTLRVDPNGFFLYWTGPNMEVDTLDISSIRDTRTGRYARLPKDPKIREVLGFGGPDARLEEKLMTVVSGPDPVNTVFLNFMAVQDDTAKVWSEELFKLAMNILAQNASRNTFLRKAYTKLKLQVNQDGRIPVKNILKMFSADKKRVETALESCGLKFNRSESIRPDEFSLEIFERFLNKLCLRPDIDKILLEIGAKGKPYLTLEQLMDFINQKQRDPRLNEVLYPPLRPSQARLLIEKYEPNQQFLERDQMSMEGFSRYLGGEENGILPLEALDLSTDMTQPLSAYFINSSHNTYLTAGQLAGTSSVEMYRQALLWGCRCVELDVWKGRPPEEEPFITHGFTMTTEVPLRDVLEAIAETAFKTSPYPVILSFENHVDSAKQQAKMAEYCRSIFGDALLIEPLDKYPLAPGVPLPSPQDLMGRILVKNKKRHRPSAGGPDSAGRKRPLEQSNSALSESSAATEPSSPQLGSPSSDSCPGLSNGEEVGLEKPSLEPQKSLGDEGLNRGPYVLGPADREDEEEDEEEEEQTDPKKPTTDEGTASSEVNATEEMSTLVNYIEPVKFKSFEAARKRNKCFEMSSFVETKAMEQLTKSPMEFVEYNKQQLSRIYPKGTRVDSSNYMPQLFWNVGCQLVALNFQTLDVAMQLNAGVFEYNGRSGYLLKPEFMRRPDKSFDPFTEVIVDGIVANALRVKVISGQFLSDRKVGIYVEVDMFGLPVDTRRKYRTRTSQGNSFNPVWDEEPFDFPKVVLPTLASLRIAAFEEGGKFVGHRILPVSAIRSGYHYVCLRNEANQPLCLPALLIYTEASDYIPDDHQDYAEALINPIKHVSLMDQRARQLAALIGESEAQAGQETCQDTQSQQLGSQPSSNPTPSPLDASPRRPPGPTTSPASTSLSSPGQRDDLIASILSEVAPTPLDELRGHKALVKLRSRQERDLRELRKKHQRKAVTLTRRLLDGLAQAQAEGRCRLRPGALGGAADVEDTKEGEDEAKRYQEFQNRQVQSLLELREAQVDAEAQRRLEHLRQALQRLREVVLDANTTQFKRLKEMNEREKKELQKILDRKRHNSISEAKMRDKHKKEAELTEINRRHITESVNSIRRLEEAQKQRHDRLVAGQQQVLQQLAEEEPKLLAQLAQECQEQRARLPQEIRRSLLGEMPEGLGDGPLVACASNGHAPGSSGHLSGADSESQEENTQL
An asterisk follows results filed as active; · = not tested or not shown.

Letter code: A = DDE Tn7 FP inh; B = ADAM17 inh; C = proKLK7 act; D = ARFGAP1 inhibitor; E = UHRF1 MBD2 ctr; F = DDE Tn6 FP inh; G = PLCg1 inh; H = MBD2 DNA inh; I = ASAP1 inh; J = PLC-beta3 inh
> Cc1ccc([N+](=O)[O-])cc1NC(=O)c1c(-c2ccccc2)noc1C
  A: -3	B: 3	C: -0.2	D: 5	E: -3	F: 4	G: 4	H: -4	I: 3	J: 0
> Cc1ccc(S(=O)(=O)N2CCCCC2)cc1C(=O)c1nccn1C
  A: 1	B: 1	C: 0.0	D: -7	E: -2	F: 6	G: 0	H: 2	I: -12	J: 2
> CCc1nc2c(OCC(=O)C(C)(C)C)cccn2c1N(C)C(=O)Nc1ccccc1OC
  A: 1	B: -8	C: -0.2	D: -1	E: -1	F: 2	G: -1	H: 1	I: -7	J: -7
> COc1ccccc1CNC(=O)CN(C)S(=O)(=O)c1ccc2c(c1)c(=O)n(C)c(=O)n2C
  A: -7	B: -2	C: -0.5	D: -4	E: 3	F: -3	G: -3	H: 2	I: -9	J: -3
> CCN(CC)C(=O)CC[C@H]1CC[C@]2(CCCN(Cc3ccncc3)C2)O1
  A: 2	B: 2	C: 0.5	D: ·	E: -3	F: 9	G: -2	H: -7	I: ·	J: 1
> Cc1ccc(C(=O)Nn2c(N)c(S(=O)(=O)c3ccc(C)cc3)c3nc4ccccc4nc32)cc1
  A: -1	B: -44	C: 0.7	D: -1	E: -4	F: -1	G: -30	H: -1	I: 13	J: -46
> Cc1c(Cl)cnc(NC(=O)COC(=O)c2ccc(S(=O)(=O)NCc3ccco3)cc2)c1Cl
  A: 2	B: -4	C: 0.5	D: -2	E: 6	F: 0	G: -10	H: 2	I: 1	J: -12
> O=C(Cn1cnc2c(oc3nc4c(cc32)CCCC4)c1=O)Nc1cccc(Cl)c1
  A: 4	B: -4	C: -0.2	D: 5	E: -2	F: 3	G: -5	H: 6	I: 5	J: -9
> COc1ccc(C2C3=C(CC(C)(C)CC3=O)Oc3ncn(CCO)c(=N)c32)cc1OC (configuration not stated)
  A: -4	B: -4	C: 0.3	D: 3	E: 6	F: -3	G: 0	H: 49*	I: -2	J: 0
> COc1ccc2oc(C(=O)N(C)CCOc3ccc(Cl)cc3)c(C)c2c1
  A: 1	B: 0	C: -0.9	D: 12	E: -1	F: 14	G: -3	H: -2	I: -3	J: -5
> O=S(=O)(NCC1OCCc2ccccc21)c1ccccc1 (configuration not stated)
  A: -2	B: -3	C: 0.3	D: 12	E: 8	F: -7	G: 7	H: 0	I: 11	J: 4
> c1ccc2[nH]c(CN3CCCCC3)nc2c1
  A: 2	B: 3	C: -0.6	D: -1	E: 3	F: -7	G: 5	H: 0	I: 24	J: 7
> COC(=O)c1sc2nc(SCC(=O)N(C)c3ccccc3)n(N)c(=O)c2c1C
  A: 5	B: -20	C: -0.1	D: 1	E: 1	F: 2	G: -6	H: 2	I: -18	J: -4
> Cc1c(C(=O)O)c(=S)sn1CCOc1ccccc1
  A: -1	B: 0	C: 0.1	D: 9	E: -1	F: 6	G: 5	H: -4	I: -1	J: 2
> CCc1ccc(Nc2c([N+](=O)[O-])c(=O)oc3ccccc23)cc1
  A: -1	B: 3	C: 0.0	D: 1	E: 4	F: -9	G: 2	H: 2	I: 3	J: -2
> COc1cc(CCC(=O)OCC(=O)N(CCC#N)c2ccccc2)cc(OC)c1OC
  A: -2	B: -3	C: -0.1	D: 2	E: 1	F: 7	G: 1	H: 3	I: 6	J: -8
> Cn1c(CN2CCN(CC#N)CC2)c(C#N)c2ccccc21
  A: -4	B: 0	C: -2.0	D: -1	E: -1	F: 5	G: -1	H: -3	I: 7	J: -6
> Cc1ccccc1NC(=S)Nc1ccc2[nH]c(=O)[nH]c2c1
  A: -3	B: -2	C: -0.3	D: -1	E: 19	F: -8	G: -5	H: 9	I: -2	J: -9
> Clc1ccc(-c2nc3ccccn3c2CN2CCCCC2)cc1
  A: -3	B: -2	C: -0.4	D: 5	E: 9	F: 3	G: -1	H: 2	I: -8	J: 3
> Cc1cccc(OCC(=O)NCC(=O)n2nc(C)cc2C)c1
  A: 2	B: 1	C: 0.1	D: -4	E: -1	F: 1	G: 0	H: 3	I: -7	J: 2
> CCc1c(C)nc(SCC(=O)N2CCN(c3ccccc3)CC2)[nH]c1=O
  A: 1	B: -1	C: -0.2	D: -7	E: -1	F: 1	G: 0	H: 0	I: -3	J: 2
> CN1C(=O)NC(c2ccccc2[N+](=O)[O-])C2=C1CC(C)(C)CC2=O (configuration not stated)
  A: 0	B: -6	C: 0.8	D: 5	E: -6	F: -5	G: -31	H: -4	I: 10	J: -52
> COc1ccccc1OCCSc1ncnc2nc[nH]c12
  A: 7	B: 1	C: 0.1	D: 3	E: 2	F: 1	G: 1	H: -3	I: 3	J: 1
> COC(=O)CNC(=O)c1ccc(NS(=O)(=O)c2cc([N+](=O)[O-])ccc2Cl)cc1
  A: 5	B: -2	C: 0.3	D: -5	E: 2	F: 3	G: -1	H: 0	I: 6	J: -7
> CC(=O)N/C(=C\c1ccccc1)C(=O)OCC(=O)N(CC(C)C)c1c(N)n(Cc2ccccc2)c(=O)[nH]c1=O
  A: 0	B: -9	C: 0.1	D: 3	E: 1	F: 7	G: 1	H: -3	I: -5	J: -12
> O=C(Nc1ncccc1O)c1ccc(Cl)c(S(=O)(=O)N2CCCC2)c1
  A: -4	B: -2	C: -0.6	D: 6	E: -1	F: -2	G: 0	H: -7	I: 2	J: -2
> COc1cccc(C(C)NC(=O)Nc2ccccc2Cl)c1 (configuration not stated)
  A: -2	B: 0	C: -0.4	D: 9	E: 3	F: -4	G: -1	H: 0	I: 15	J: 4
> COC(CN(C)S(=O)(=O)c1cc2c3c(c1)CCC(=O)N3CCC2)OC
  A: -5	B: 0	C: 0.0	D: -1	E: 0	F: 3	G: 3	H: -3	I: -2	J: -4
> COC(=O)c1sccc1NC(=O)c1ccc(Br)s1
  A: -5	B: -3	C: 0.8	D: 1	E: -2	F: -10	G: 0	H: 2	I: 12	J: -2
> O=C(NCC(=O)N(Cc1ccc(F)cc1)C(C(=O)NCC1CCCO1)c1ccccc1)c1ccco1 (configuration not stated)
  A: 2	B: -5	C: -0.1	D: 12	E: 5	F: -5	G: 2	H: 3	I: -6	J: -12
> CN(C)c1ccc(NC(=O)c2sc(SCC(=O)Nc3nccs3)nc2N)cc1
  A: -3	B: 7	C: 0.1	D: 1	E: 0	F: -8	G: 1	H: 6	I: -3	J: -1
> CC1CCC(=O)N(CCOc2ccccc2)CC1 (configuration not stated)
  A: -3	B: -3	C: 0.3	D: 9	E: -3	F: 1	G: 1	H: 1	I: 6	J: 3
> CCOC(=O)c1c(NC(=O)CSc2nncs2)sc(C)c1-c1ccccc1
  A: -4	B: 8	C: -0.7	D: 4	E: -2	F: 3	G: -2	H: -6	I: -1	J: -4
> Cc1nc2ccc(NC(=O)c3sccc3C)cc2s1
  A: -1	B: -3	C: 0.4	D: -11	E: 0	F: 0	G: -1	H: 0	I: -14	J: 1
> Cc1noc(C)c1S(=O)(=O)N1CCCC(C(=O)N2CCN(C3CCCCC3)CC2)C1 (configuration not stated)
  A: -5	B: 2	C: 0.4	D: -5	E: -6	F: -1	G: 1	H: 1	I: 1	J: 4
> CC1(C)C(=O)OC(/C=C\c2ccccc2)C(C)(C)C1=O (configuration not stated)
  A: 0	B: -3	C: -0.3	D: 6	E: 1	F: -7	G: 2	H: 5	I: 0	J: 2
> O=c1[nH]c(SCc2cccc(Cl)c2)nc2ccccc12
  A: 2	B: -5	C: -0.2	D: 7	E: 5	F: -4	G: 0	H: 8	I: 2	J: -9
> CCOc1ccccc1-n1c(N)c(C(N)=O)sc1=S
  A: -1	B: -2	C: 0.4	D: -2	E: 2	F: -5	G: 2	H: 2	I: -6	J: 1
> Cc1ccc(S(=O)(=O)N2c3cc(C)ccc3OCC2C(C)(C)C)cc1 (configuration not stated)
  A: -7	B: -2	C: 0.9	D: 10	E: 0	F: 0	G: 1	H: 0	I: 10	J: 1
> C#CCN1C(=O)C(O)(CC(=O)c2ccc(OC)c(OC)c2)c2ccccc21 (configuration not stated)
  A: 2	B: -7	C: -1.1	D: -2	E: 0	F: -2	G: 0	H: 3	I: 5	J: -2
> COc1cc(NC(=O)c2cccnc2)c(Cl)cc1NC(=O)c1ccccc1
  A: -5	B: 0	C: -0.2	D: 4	E: 0	F: 3	G: 1	H: 1	I: -6	J: -3
> COc1cccc(N=Nc2c(N)[nH]n3c(=O)cc(-c4ccccc4)nc23)c1
  A: -3	B: -4	C: 0.1	D: 3	E: -1	F: -4	G: 1	H: -2	I: 6	J: -1
> COc1cc(C[C@@H](C)[C@@H](C)Cc2ccc(O)c(OC)c2)ccc1O
  A: 1	B: 2	C: -0.2	D: 5	E: 19	F: 6	G: -3	H: 13	I: 11	J: 2
> CCN(CC)CCOC(=O)C1(c2ccc([N+](=O)[O-])cc2)CCCC1
  A: -3	B: 1	C: -1.0	D: 4	E: 4	F: -1	G: 7	H: 5	I: 9	J: 2
> CCC(Cc1ccccc1)NC(=O)CCNS(=O)(=O)c1cc(Br)cnc1N (configuration not stated)
  A: -1	B: -9	C: 0.3	D: -1	E: 1	F: 3	G: 1	H: 0	I: 8	J: -2
> CCO[C@@H]1OC(C(=O)N2CCCCCCC2)=C[C@H](c2csc3ccccc23)[C@H]1CCCO
  A: 7	B: -2	C: 0.2	D: 12	E: -2	F: 5	G: -2	H: 0	I: -3	J: -1

3 entries from above, as comma-separated lines.
molecule,DDE Tn7 FP inh,ADAM17 inh,proKLK7 act,ARFGAP1 inhibitor,UHRF1 MBD2 ctr,DDE Tn6 FP inh,PLCg1 inh,MBD2 DNA inh,ASAP1 inh,PLC-beta3 inh
COc1cccc(C(C)NC(=O)Nc2ccccc2Cl)c1 (configuration not stated),-2,0,-0.4,9,3,-4,-1,0,15,4
CC1CCC(=O)N(CCOc2ccccc2)CC1 (configuration not stated),-3,-3,0.3,9,-3,1,1,1,6,3
Cc1noc(C)c1S(=O)(=O)N1CCCC(C(=O)N2CCN(C3CCCCC3)CC2)C1 (configuration not stated),-5,2,0.4,-5,-6,-1,1,1,1,4
